# HT1080 IDH1KD tx – kills HT-1080 cells with IDH1 knockdown; HT-1080 IDH1 knockdown viability, ATP luminescence, 48 h; Potency, µM (doses to about 46.1 µM), for inactives: at the highest dose activity, negative = toxicity, actives largely listed as cytotoxic; hit rate 2% among 360,000;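 note: 0% = DMSO wells and -100% = cell-free medium wells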
#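 Viability of IDH1-knockdown HT-1080 fibrosarcoma cells was assessed by CellTiter-Glo after 48 h at 37 °C with titrated compound; concentration-effect curves were classified by fit quality and response size.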
# KB-3-1 cytotox – kills parental KB-3-1 adenocarcinoma cells. KB-3-1 viability, CellTiter-Glo ATP luminescence, 72 h. Potency, µM (highest dose often 46.1 µM), for inactives: top-dose activity change, negative = cytotoxic, actives largely listed as cytotoxic. hit rate 1.4% among 400,000. AID 1347075; note: % is set by controls: 0 for no effect and ±100 for the full control effect; nearly all actives have a fitted effect of over 60% in size
#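 Here the drug-naive KB-3-1 line serves as comparator for MDR sub-line selectivity; cells received compound titrations, 72 h at 37 °C, then CellTiter-Glo readout.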
# SW480 rerep – induces DNA re-replication in SW480 colon adenocarcinoma cells | hit rate 1.8% among 340,000 | SW480 DNA re-replication, Hoechst DNA content imaging, 48 h | AID 624297 | Potency, µM (top dose mostly 46.1 µM), without a hit: at the highest dose re-replication activation, usual class: activators; note: % of control where 0% means no effect; nearly all actives have a fitted effect of over 55% in size
#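 DNA re-replication was detected as more nuclei of elevated Hoechst intensity after 48 hr exposure to compound (23 nL pinned per well of 250 cells).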
# HT1080-NT tox – kills 2HG-producing HT-1080-NT fibrosarcoma cells; HT-1080-NT fibrosarcoma viability, CellTiter-Glo ATP luminescence, 48 h; Potency, µM (highest dose often 46.1 µM), for inactives: top-dose activity, negative = less viability, most hits filed as cytotoxic; hit rate 1.6% among 360,000; AID 686970;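 note: NT is the 2HG producing partner of a matched IDH1 knockdown line; 0% = DMSO-treated cells and -100% = media-only wells without cells; nearly all actives have a fitted effect of over 55% in size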
#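 Viability of the 2HG-overproducing fibrosarcoma line after 48 hours of compound exposure at 37 degrees C was determined by luminescence with CellTiter-Glo, and concentration-effect curves were then fitted and categorized.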
# GLP1R cytotox – cytotoxicity in counter-screen for GLP-1R inverse agonists | AID 624418 | hit rate 0.13% among 410,000 | HEK293 cAMP-luciferase reporter cells, luminescence, 24 h | Potency, µM (doses to about 38.3 µM), for the others: at the highest dose activity change, negative = inhibition, actives largely listed as inhibitors;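 note: loss of luciferase light is scored as toxicity; % is set by controls: 0 for no effect and ±100 for the full control effect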
#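 To flag toxic compounds, the library was rerun on cells for 24 hr at 37 deg C and 5% CO2. Viability-linked luminescence was captured 12 min after adding luciferase detection reagent.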
# GLP-1R inv ag – inverse agonists of human GLP-1 receptor. HEK293 GLP-1R CRE-luciferase, luminescence, 24 h; GLP-1R form is constitutively active. hit rate 1.6% among 410,000. Potency, µM (series often up to 38.3 µM), without a hit: at the top dose activity change, negative = inhibition, usual class: inhibitors. AID 624417; note: % is set by controls: 0 for no effect and ±100 for the full control effect; nearly all actives have a fitted effect of over 55% in size
# Target sequence (P43220 whole entry, looked up): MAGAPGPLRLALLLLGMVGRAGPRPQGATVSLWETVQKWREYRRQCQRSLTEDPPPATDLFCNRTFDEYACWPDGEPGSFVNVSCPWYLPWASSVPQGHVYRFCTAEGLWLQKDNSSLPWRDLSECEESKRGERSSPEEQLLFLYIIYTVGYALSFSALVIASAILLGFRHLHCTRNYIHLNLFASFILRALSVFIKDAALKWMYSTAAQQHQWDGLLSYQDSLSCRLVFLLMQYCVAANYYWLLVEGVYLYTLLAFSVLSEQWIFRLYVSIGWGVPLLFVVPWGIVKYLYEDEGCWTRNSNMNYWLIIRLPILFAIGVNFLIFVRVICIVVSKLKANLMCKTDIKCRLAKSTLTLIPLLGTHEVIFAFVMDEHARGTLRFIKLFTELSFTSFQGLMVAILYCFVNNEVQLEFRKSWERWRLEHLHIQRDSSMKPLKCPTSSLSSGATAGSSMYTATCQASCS
#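 Inverse agonism was detected as reduced cAMP-driven luciferase luminescence after 24 h compound treatment. The cells were HEK293 clones expressing constitutively active human GLP-1R with the reporter. Reporter-only and GPR119 cell lines served as counterscreen controls.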
# KB-V1 MDR tox – kills drug-selected multidrug resistant KB-V1 cells; KB-V1 MDR cells viability, CellTiter-Glo, 72 h; Potency, µM (titrated, usually from 46.1 µM), without a hit: top-dose activity change, negative = cytotoxicity, actives largely listed as cytotoxic; hit rate 3.4% among 400,000; note: % is set by controls: 0 for no effect and ±100 for the full control effect; nearly all actives have a fitted effect of over 60% in size
#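 Cytotoxicity via CellTiter-Glo luminescence after 72 h compound exposure at 37 degrees C. Cells: drug-selected KB-V1 line, DMEM phenol-red free plus 10% FBS. Compounds tested at multiple concentrations; normalized data fitted to concentration-effect curves.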
# GLP-1R agonist – activates the human GLP-1 receptor; Potency, µM (top dose mostly 45.6 µM), inactives show at the highest dose activation, most hits filed as activators; hit rate 0.007% among 380,000; P43220; HEK293 GLP-1R CRE-luciferase, luminescence, 4-6 h; cells express a hypersensitive GLP-1R form; note: % of control where 0% means no effect
# TDP43 rescue – inhibitors of TDP-43 toxicity in yeast; TDP-43 expressing yeast growth rescue, BacTiter-Glo, 24 h; Potency, µM (highest dose often 46.1 µM), for inactives: at the highest dose growth rescue (activation), actives largely listed as activators; hit rate 1.8% among 410,000; AID 652104; note: % of control where 0% means no effect; nearly all actives have a fitted effect of over 50% in size
#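 Growth rescue of TDP-43-toxic yeast measured as ATP luminescence (BacTiter-Glo). Cells grown to mid-log in raffinose, induced in galactose at OD600=0.02, exposed to compound 24 hr at 30 deg C.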
# Numbers without * were called inactive; u = inconclusive; x = no result given; & = joins results of further samples; [ ] = remark or other dose. Calls come from the whole dose curve; as a rule, active = well fitted curve in the direction sought with a large enough effect; inconclusive = small, poorly fitted or top-dose-only effect, or another doubt; inactive = no such curve, though single readings can be large; an effect the other way counts as inactive or inconclusive. Potency is the fitted concentration of half-maximal effect. No enrichment for hits; about 9.4% have a hit in one of these screens.
SMILES,HT1080 IDH1KD tx,KB-3-1 cytotox,SW480 rerep,HT1080-NT tox,GLP1R cytotox,GLP-1R inv ag,KB-V1 MDR tox,GLP-1R agonist,TDP43 rescue
COc1cc(OC)c(C2CC(=O)N3CN(c4ccc(C)cc4)CSC3=C2C#N)cc1OC (stereo not given),7%,9%,2%,-4%,-9%,30%,-13%,1%,0%
Cn1ncc(N=Cc2ccccc2)c1C(=O)Nc1cccc(Cl)c1,1%,u,u,5%,-11%,2%,u,1%,0%
COc1ccc(N/C(=N\c2nc(C)cc(C)n2)NC(C)=O)cc1OC,16%,-4%,-1%,3%,-10%,10%,-9%,6%,-25%
Cc1ccc(C)c(N=Nc2nc3ccccc3n2C)c1,7.9µM*,0%,u,4µM*,u,u,15µM*,6%,u
CCOc1ccc(NC(=O)CCNC(=O)c2ccco2)cc1,7%,7%,-49%[inhibitor],-1%,-11%,-2%,43%,21%,2%
CCN(CC(=O)Nc1ccc(NC(C)=O)cc1)C(=O)Cc1coc2cc(C)c(C)cc12,-12%,-1%,-81%[inhibitor],-5%,-4%,-5%,-9%,5%,28%
C#CCOc1ccc(/C=C2/C(=O)ON=C2C)cc1Cl,-11%,-3%,-1%,-2%,-7%,3%,-5%,6%,u
COc1ccc(Cl)cc1CC1(C)C(=O)Nc2ccc(-c3ccccc3OC)cc21 (stereo not given),u,u,x,u,1%,u,-17%,7%,22%
CCCCn1c(O)c(N=Nc2ccccn2)c2ccccc21,1%,-23%,-5%,-6%,-15%,u,-28%,4%,u
Cc1cccc(/C=N/NC(=O)c2ccc(NC(=O)c3ccccc3Cl)cc2)n1,16%,16%,1%,20%,-1%,10%,5%,0%,-5%
CCOC(=O)C1=C(c2ccccc2)Nc2ncnn2C1c1ccc(Cl)cc1 (stereo not given),x,-4%,x,x,1%,8%,-1%,x,-5%
CCc1ccc2c(c1)c(=O)c(S(=O)(=O)c1ccccc1)cn2CC(=O)Nc1cc(C)ccc1C,x,0%,x,x,-3%,7%,u,0%,16%

# In the list so far, these contain an aryl methoxy group:
SMILES,HT1080 IDH1KD tx,KB-3-1 cytotox,SW480 rerep,HT1080-NT tox,GLP1R cytotox,GLP-1R inv ag,KB-V1 MDR tox,GLP-1R agonist,TDP43 rescue
COc1cc(OC)c(C2CC(=O)N3CN(c4ccc(C)cc4)CSC3=C2C#N)cc1OC (stereo not given),7%,9%,2%,-4%,-9%,30%,-13%,1%,0%
COc1ccc(N/C(=N\c2nc(C)cc(C)n2)NC(C)=O)cc1OC,16%,-4%,-1%,3%,-10%,10%,-9%,6%,-25%
COc1ccc(Cl)cc1CC1(C)C(=O)Nc2ccc(-c3ccccc3OC)cc21 (stereo not given),u,u,x,u,1%,u,-17%,7%,22%

# The listing picks up, starting two compounds before the break.
SMILES,HT1080 IDH1KD tx,KB-3-1 cytotox,SW480 rerep,HT1080-NT tox,GLP1R cytotox,GLP-1R inv ag,KB-V1 MDR tox,GLP-1R agonist,TDP43 rescue
CCOC(=O)C1=C(c2ccccc2)Nc2ncnn2C1c1ccc(Cl)cc1 (stereo not given),x,-4%,x,x,1%,8%,-1%,x,-5%
CCc1ccc2c(c1)c(=O)c(S(=O)(=O)c1ccccc1)cn2CC(=O)Nc1cc(C)ccc1C,x,0%,x,x,-3%,7%,u,0%,16%
Cc1cc(N)n(-c2ccccc2C)n1,-1%,5%,0%,1%,3%,4%,4%,1%,11%
CC(OC(=O)c1cc(=O)[nH]c2ccccc12)C(=O)NC1CCCCC1C (stereo not given),-9%,-2%,1%,-5%,3%,11%,2%,-5%,-13%
Cc1nccn1CCCN1C(=O)CNC1=S,9%,-1%,-17%,15%,8%,23%,6%,0%,-3%
N=C1/C(=C/c2cccn2CCOc2ccccc2)C(=O)N=C2SC=C(c3ccccc3)N12,u,u,18µM*,-28%,6%,u,3.7µM*,-10%,-2%
O=C(OCc1ccccc1)N1CCC2CC1c1ccc(N3CCNCC3)cc12 (stereo not given),-14%,-29%,x,u,-13%,u,3%,26%,0%
O=C(C1CC(=O)N(c2ccc3c(c2)OCCO3)C1)N1CCN(S(=O)(=O)c2cccc(F)c2)CC1 (stereo not given),-5%,-4%,0%,1%,-15%,-2%,21µM*,2%,-4%
O=C(CCN1C(=O)c2ccccc2C1=O)NCc1ccc(F)cc1,9%,3%,-16%,12%,-3%,10%,-2%,11%,13%
COc1ccc(CNc2ncccn2)cc1OC,-8%,-1%,-9%,0%,2%,40%[activator],5%,9%,-11%[0.397 µM]
Cc1cc(C(=O)Nc2ccc3nc(C)sc3c2)c2ccccc2n1,-3%,6%,-10%,-27%,-19%,11%,-14%,0%,1%
CCOC(=O)c1c(-c2ccc(C)o2)csc1NC(=O)CSc1nnnn1-c1ccccc1,2%[9.24 µM],-8%&8%,-4%,-24%,-7%,u,-19%&10%,-1%,7%
Cc1ccc(NC(=O)c2oc3ccccc3c2NC(=O)c2ccc(F)c(F)c2)cc1,x,17%,x,x,-3%,3%,-7%,0%,21%
COc1ccc(N2CCN(C(=O)CNS(=O)(=O)c3ccc(C)c(C)c3)CC2)cc1,5%,10%,-3%,3%,5%,7%,u,12%,12%
O=C(Nc1ccccc1-c1ccccc1)NC1CC2CCCC(C1)N2CCc1ccccc1 (stereo not given),0%,5%,-9%,11%,5%,-30%,0%,8%,8%
Cc1ccc(C(=O)c2ccccc2C(=O)OCC(=O)NCCc2ccccc2)cc1,-8%,6%,-2%,6%,-17%,u,11%,1%,8%
CNc1ccncc1S(=O)(=O)NC,25%,-12%,-1%,13%,0%,9%,-4%,-10%,20%
COc1ccc(-n2nc3cc(N)c(Br)cc3n2)cc1,u,-9%,-40%[inhibitor],-17%,6%,36%[activator],-11%,0%,2%
O=C(CN1C(=O)c2ccccc2C1=O)Nc1cccnc1,10%,2%,-4%[9.22 µM],7%,3%,10%,1%,-14%,2%
Cc1ccc(S(=O)(=O)N(NC2=NS(=O)(=O)c3ccccc32)C(=O)c2ccccc2)cc1,-4%,2%,-45%[inhibitor],-4%,10%,3%,-8%,-19%,-8%
O=C1c2ccccc2S(=O)(=O)N1CC1CC(c2ccccc2Cl)=NO1 (stereo not given),0%,29%,-13%,-2%,44%,26%,u,2%,u
CC(C(=O)NN=C(c1ccccc1)c1ccccc1)N1CCOCC1 (stereo not given),7%,2%,-19%,10%,7%,-13%,-28%,3%,-3%
C=CCNC(=O)CN1CCC(c2nc3ccccc3[nH]2)CC1,9%,4%,-11%,1%,-14%,-1%,1%,5%,8%
CNC(=O)c1[nH]cnc1C(=O)Nc1ccc(C)cc1,-1%,-1%,-15%,-9%,9%,73%[activator],-1%,6%,7%
Cc1nn(Cc2ccccc2Cl)c(C)c1NC(=O)NC12CC3CC(CC(C3)C1)C2,u,u,u,u,-27%,u,-34%,-2%,18%
Cn1nnnc1Sc1ncnc2scc(-c3ccccc3C(F)(F)F)c12,x,16µM*,u,x,x,x,u,-6%,x
COc1ccc(NC(=O)C2CCN(c3nc(C)nc4c3CCC4)CC2)cc1,-16%,u,-2%,u,11%,-18%,-11%,2%,-7%
O=C(Nc1ccccc1)Nc1n[nH]c2nnc(-c3ccccc3)c(-c3ccccc3)c12,u,-11%,0%,u,-3%,u,u,3%,26%
COC(=O)C[C@@H]1C[C@H]2c3cc(NC(=O)C4CCC4)ccc3O[C@H]2[C@@H](CO)O1,7%,3%,x,11%,-8%,7%,4%,2%,-2%
N#CC(=C(O)COC(=O)Cc1c[nH]c2ccccc12)c1nc2ccccc2[nH]1,-3%,5%,-2%,-4%,u,-33%,6%,3%,-7%
Fc1ccc(Br)cc1C1C=C(c2ccc(Br)cc2)Nc2nnnn21 (stereo not given),x,0%,x,x,236%[activator],-15%,1%,x,u
C=CCC1(O)C(=O)N2C(=C1C(=O)N1CCOCC1)c1ccccc1CC2(C)C (stereo not given),9%,1%,-5%,4%,2%,6%,-16%,-20%,-18%
OC(CN(c1ccccc1)c1ccccc1)Cn1cnc2ccccc21 (stereo not given),u,u,-2%,u,-12%,u,18µM*,5%,14%
CCCn1ncc(CN2CCC(CO)(Cc3ccc(OC)cc3)CC2)c1C,9%,-5%,-140%[inhibitor],-8%,13%,-18%,-7%,13%,-22%
COc1ccc(C(=O)N2CCC(n3nccc3NC(=O)C3CC3)CC2)c(OC)c1OC,1%,9%,-1%,6%,-8%,-2%,u,-1%,11%
COc1ccccc1C(=O)NCCn1cc(SCC(=O)Nc2ccccc2F)c2ccccc21,x,-1%,x,x,-16%,u,u,-6%,u
CCOC(=O)N1CCN(S(=O)(=O)N2CCCC(C(=O)NCc3cccc(OC)c3)C2)CC1 (stereo not given),5%,2%,1%,-1%,-2%&-15%,-36%&-10%,-8%,3%,2%&27%
O=C(CN1CCN(c2cccc(C(F)(F)F)c2)CC1)N(C1CC1)C1CCS(=O)(=O)C1 (stereo not given),1%,8%,28%,3%,-2%,-1%,2%,8%,-6%
NC(=O)N/N=C/C=C/c1ccccc1,20%,2%,-3%,4%,-2%[0.307 µM],7%[0.307 µM],-4%,18%,4µM*
COc1ccc(OC)c(NC(=O)C(=O)NCCC2=CCCCC2)c1,23%,22%,6%,19%,8%,u,1%,21%,-1%
Cc1nn(Cc2ccc(Cl)cc2)c(C)c1NC(=O)c1c(-c2ccccc2)noc1C,-17%,-17%,18%,-15%,-18%,u,-25%,1%,-5%
Cc1[nH]nc(SCC(=O)NCc2ccccc2)c1[N+](=O)[O-],16%,10%,-4%,7%,-2%,-21%,u,0%,11%
CCOC(=O)[C@]12CCC=C1N(Cc1ccco1)C(=O)[C@H](CC(=O)NCCc1ccccc1OC)C2,2%,12%,x,12%,-5%,-3%,21%,-5%,0%
CCCn1cc(CN2CCCC(CNC(=O)c3ccc(F)cc3)C2)c(C)n1 (stereo not given),2%,1%,u,4%,1%,16%,5%,9%,-4%[0.397 µM]
CCOc1ccc(C(=O)Nc2ccc3oc(-c4ccncc4)nc3c2)cc1,x,0%,x,x,1%,2%,u,x,21%
CCOC(=O)c1c(C)c(C(=O)Nc2ccc(N(C)C)cc2)c(C)n1CC,7.1µM*,7.3µM*,10µM*,8.9µM*,-18%,-6%,4.1µM*,9%,-10%
